Tat transport = E. coli Tat export inhibitors, primary screen, MC4100, TorA-mCherry reporter, fluorescence, single point; 340,000 tested, 0.036% active; inhibition, % at 10 µM;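 active = mean replicate inhibition at least 50% and at least half of replicates individually reaching 50%; inconclusive = only one of the two criteria met; inactive = neither criterion met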;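 note: exported cargo escapes ClpAP degradation while cytoplasmic cargo is degraded and loses fluorescence; 0% = median of neutral control wells and 100% = median of NaSCN control wells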
PvdQ inh = P. aeruginosa PvdQ acylase inhibitors, primary screen, biochemical, fluorescence, plate reader and imaging, single point | PvdQ acylase [Pseudomonas aeruginosa LESB58] | purified PvdQ acylase | inhibition, % at 10 µM | 340,000 tested, 0.063% active; in the data active = inhibition above about 30%, passing the limit was not always enough; inconclusive = no clear call, values can overlap the other calls;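 note: 0% = vehicle neutral wells and 100% = reference inhibitor wells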
phage Ecoli inh = growth loss of phage-infected E. coli, primary screen, RecBCD inhibitor project, absorbance, with phage, HTS. inhibition, % at 11.9 µM. 360,000 tested, 0.26% active. AID 651602, 2012; in the data active = inhibition above about 11%
E coli growth = E. coli V3065 growth inhibition, primary screen, counter-screen for AddAB inhibitor project, absorbance, OD600; 330,000 tested, 0.27% active; 18 h; inhibition, % at 11.9 µM;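 active = inhibition above the campaign's mean inhibition across all tested compounds plus 3 SD, cut at about 9.9% in these data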;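 note: uninfected addAB+ strain grown without phage in ampicillin broth; 0% = DMSO wells and 100% = ciprofloxacin 0.95 µg/ml wells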
PfHsp90 yeast 2 = growth inhibition of PfHsp90-expressing yeast, primary screen, antimalarial PfHsp90 inhibitor project, S. cerevisiae, BacTiter-Glo luminescence, single point, set 2; BacTiter-Glo ATP, 48 h; yeast lacking PDR1 and PDR3 efflux regulators; inhibition, % at 9.4 µM; 310,000 tested, 0.32% active;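 active = every replicate shows inhibition above about 80%, whatever the replicate mean, limit read from the data; inconclusive = mean inhibition reaches the set limit but some replicate falls short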;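 note: 0% = DMSO neutral controls and 100% = 20 µM radicicol positive controls; yeast relying on Plasmodium falciparum Hsp90 in place of its own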
CAL PDZ inh = CAL PDZ peptide-binding inhibitors, primary screen, biochemical, fluorescence polarization, Cer-tagged CAL PDZ, HTS; Golgi-associated PDZ and coiled-coil motif-containing protein (Homo sapiens), Q9HD26; purified CAL PDZ, TMR-peptide fluorescence polarization, 1 h; inhibition, % at 20 µM; 330,000 tested, 0.02% active; AID 504414, 2011;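 active = highest replicate inhibition of at least 40%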;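 note: plate controls were DMSO neutral control wells for no effect and unlabeled competitor peptide control wells for full effect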
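material = purified tagged CAL PDZ domain construct (CerCALP) | buffer or medium = sodium phosphate/NaCl buffer pH 7.4 with TCEP, IgG, Thesit | reagent = TMR-labelled reporter peptide T*-PRC34 bound in PDZ groove | incubation = 1 h room-temperature incubation prior to read | measured by = fluorescence polarization (mP) | evaluation = percent inhibition from loss of millipolarization | control set = unlabelled peptide and DMSO controls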
Wnt act = Wnt/beta-catenin pathway activators, primary screen, cell-based, plate reader, single point. 300,000 tested, 1.2% active. activation, % at 9.35 µM. Wnt/beta-catenin reporter cell assay, activator; in the data active = activation above about 30%, passing the limit was not always enough; inconclusive = no clear call, values can overlap the other calls;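 note: 0% = neutral control wells and 100% = positive control wells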
AddAB inh = growth inhibition of E. coli expressing H. pylori AddAB, primary screen, AddAB inhibitor project, absorbance; inhibition, % at 11.9 µM; 330,000 tested, 0.29% active; in the data active = inhibition above about 12%;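 note: 0% = vehicle wells of infected cells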
Rtt109 HAT inh = inhibitors of C. albicans Rtt109/Vps75 HAT, primary screen, biochemical, ThioGlo CoA-SH fluorescence, plate reader; Histone acetyltransferase RTT109 (Candida albicans (strain SC5314 / ATCC MYA-2876)), …; purified Rtt109/Vps75, 4 h; inhibition, % at 34.9 µM; 330,000 tested, 0.16% active; AID 540336, 2011;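 active = inhibition of at least 50% in every replicate; inconclusive = best replicate reaches 50% inhibition but some replicates fall short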
Target sequence (Q5AAJ8 whole entry, looked up): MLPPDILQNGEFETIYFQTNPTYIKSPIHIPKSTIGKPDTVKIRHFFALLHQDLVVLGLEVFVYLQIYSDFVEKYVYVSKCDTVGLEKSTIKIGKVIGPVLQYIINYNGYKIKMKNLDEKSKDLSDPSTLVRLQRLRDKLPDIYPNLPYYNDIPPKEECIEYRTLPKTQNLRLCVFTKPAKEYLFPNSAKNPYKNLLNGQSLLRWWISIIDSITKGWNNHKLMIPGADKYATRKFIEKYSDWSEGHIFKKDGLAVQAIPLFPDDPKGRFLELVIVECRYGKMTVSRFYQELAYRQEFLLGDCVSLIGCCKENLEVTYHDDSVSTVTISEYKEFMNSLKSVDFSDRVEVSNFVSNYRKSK
DAGLB inh = DAGLB lipase inhibitors, primary screen, biochemical, fluorescence, HTS. inhibition, % at 5.17 µM. 340,000 tested, 0.059% active. Diacylglycerol lipase-beta (Homo sapiens), Q8NCG7. AID 504411, 2011. HEK293T DAGLB membrane lysate, EnzChek fluorogenic substrate; in the data active = inhibition above about 34%;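 note: 0% = enzyme with vehicle and 100% = wells lacking enzyme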
* marks the source's active call; other numbers are inactive results; ? = inconclusive; nt = no result given.

SMILES	Tat transport	PvdQ inh	phage Ecoli inh	E coli growth	PfHsp90 yeast 2	CAL PDZ inh	Wnt act	AddAB inh	Rtt109 HAT inh	DAGLB inh
NC(=O)C1CCN(C(=O)C2c3ccccc3C(=O)N3CCc4ccccc4C23)CC1 (stereo unspecified)	-5	1	0.7	2.2	nt	nt	nt	-0.8	-6	1
Cc1cccc(/N=C/c2c(O)cc(C)oc2=O)n1	7	1	1.9	-2.9	17	1.2	nt	0.8	-6	2
CSc1nc2ccc(NC(=O)NC(=O)c3c(F)cccc3F)cc2s1	-5	-17	1.8	-1.2	-17	-0.6	15	-0.7	-9	1
CC(OC(=O)CCc1c[nH]c2ccccc12)C(=O)c1ccccc1 (stereo unspecified)	5	-17	2.6	3.6	-5	0.6	-1	0.7	-15	-1
COc1ccc(CCN2C(=O)N(c3ccc(OC)cc3)C(=O)C2CC(=O)Nc2ccccc2)cc1 (stereo unspecified)	5	-9	4.2	-0.4	-1	-2.9	nt	1.7	nt	0
O=C(c1ccccc1F)N1CCN(C2CCC(c3ccccc3)CC2)CC1 (stereo unspecified)	-9	-13	3.4	1.0	5	-0.8	0	1.4	3	-4
O=C(Cn1cnc2ccccc2c1=O)NCC(=O)N1CCN(c2ccccn2)CC1	7	6	-1.7	0.4	5	0.0	nt	3.8	4	-2
COc1ccc(NC(=O)C2CC(c3cc(OC)c(OC)c(OC)c3)=NO2)cc1OC (stereo unspecified)	-2	-7	2.0	-0.2	-32	-1.0	-1	-1.9	-2	1
O=S(=O)(c1ccc(Cl)cc1)N(CCCN1CCOCC1)Cc1cccs1	12	-11	1.8	0.2	-7	-2.4	-1	-1.4	-1	1
COc1ccc(CC(=O)Nc2ccccc2C(C)=O)cc1S(=O)(=O)N1CCOCC1	-1	-1	-2.4	1.1	nt	0.4	-3	-1.9	2	-1
C=CCn1c(Cc2ccc(OC)cc2)nnc1SCC(N)=O	-9	-3	4.0	0.9	-8	-1.8	nt	0.4	-2	-1
COc1ccc(Nc2nc(-c3ccccc3)nc3ccccc23)cc1	5	-8	1.1	-2.0	-9	-0.7	-1	0.5	21	-2
CCCOC(=O)c1sc2nc3c(cc2c1N)C(=O)CCC3	7	-14	1.1	2.3	5	-0.4	0	0.8	-10	-1
CC(=O)NCCc1ccc(C(=O)Cn2cnc3ccccc3c2=O)cc1	5	-6	2.0	-1.1	24	-1.0	6	2.0	-7	-3
NC(=O)c1ccc(NC(=O)c2cnc3ccccc3n2)cc1	2	5	-1.2	-3.5	9	-1.5	20	-2.5	4	-1
CC1CC(C)(C)NC(=S)N1CCCC(=O)NCc1ccccc1 (stereo unspecified)	16	0	-1.1	-1.2	-5	-0.6	6	2.7	-2	2
Nc1ncnc2c1ncn2[C@@H]1O[C@H](CNC(=O)[C@@H]2C[C@H](F)CN2)[C@@H](O)[C@H]1O	6	-13	2.1	1.6	-12	-5.7	-1	0.2	-1	2
CCn1c(CC(=O)Nc2ccc(C)c(Cl)c2)nnc1SCCOc1ccc(OC)cc1	-6	-6	3.4	0.2	-45	-1.1	nt	0.7	-1	-2
CCc1nn(C(CC)C(=O)NCCCc2ccccc2)c(=O)c2cc3occc3n12 (stereo unspecified)	6	10	3.7	1.6	-17	-0.8	3	4.6	7	1
O=C(O)c1c[nH]c2c(C(F)(F)F)cccc2c1=O	1	-9	1.9	0.5	30	0.5	nt	1.3	-2	4
Cc1c(F)cccc1NS(=O)(=O)c1ccc(N2CCCC2=O)cc1	0	-4	2.4	nt	0	-1.0	2	nt	4	6
COc1ccccc1CCNS(=O)(=O)c1cc2c3c(c1)CCN3C(=O)CC2	3	-2	-0.2	-1.5	-23	-0.1	-2	-2.2	2	3
Cc1noc(C)c1S(=O)(=O)N1CCCC(C(=O)NCCC2=CCCCC2)C1 (stereo unspecified)	-8	0	1.4	1.4	2	-0.2	nt	4.1	3	-1
O=C(NCCNS(=O)(=O)c1ccccc1)c1ccc([N+](=O)[O-])cc1	2	17	-0.2	-2.6	4	-0.1	-2	-1.1	16	-1
CC(=O)Nc1ccc(NS(=O)(=O)c2ccccc2)cc1	-5	-8	0.9	0.9	7	0.0	-2	3.6	-3	-1
Cc1ccc(-c2cc(C(=O)N/N=C/c3c(C)nn(-c4ccccc4)c3C)n[nH]2)s1	8	9	3.6	nt	nt	-2.1	?	nt	9	1
COC(=O)c1cc(S(=O)(=O)N2CCN(c3ccc(F)cc3)CC2)c[nH]1	-6	-26	1.4	-0.2	-5	-1.2	-1	1.3	-5	3
CCOCCCNC(=O)c1ccc(/C=C2\Oc3ccccc3N(C)C2=O)cc1	-12	-9	2.0	0.0	-1	-3.1	2	-0.7	-3	-2
COc1ccc(N2CCN(C(=O)C3CCN(S(=O)(=O)c4ccc(C)cc4)CC3)CC2)cc1	-1	-16	4.5	-1.0	-35	0.8	-3	1.9	8	0
Cc1cc(C)c2c(N)c(C(=O)NCC3CCCCC3)sc2n1	-3	-3	0.5	-0.7	nt	-1.3	-4	3.0	-5	-1
CCn1c(N)c(C(=O)NCc2ccc3c(c2)OCO3)sc1=S	1	-10	nt	-0.9	-6	0.3	-1	4.0	-1	-1
CCc1ccc(CC(=S)N2CCOCC2)cc1	0	-7	5.0	-0.9	nt	-2.8	2	2.6	1	-2
C=CCNc1ncnc2ccc(Br)cc12	-1	-1	4.6	-0.3	nt	nt	nt	2.5	-3	2
CCC1CCCN1Cn1cnc2c([nH]c3ccc(C)cc32)c1=O (stereo unspecified)	-3	-13	2.1	0.1	-23	-1.4	1	-1.1	5	-1
CCc1cc(C(=O)c2ccc(C)cc2)c(NC(=O)CCl)s1	-4	-6	2.2	-2.9	-9	-1.7	6	-0.6	6	-7
Cc1ccc(OCC(=O)NC(C)c2ccccc2)cc1 (stereo unspecified)	1	-1	3.6	-0.9	2	0.7	2	2.4	2	-3
CC(Sc1n[nH]c(N)n1)C(=O)Nc1cccc(S(=O)(=O)N2CCOCC2)c1 (stereo unspecified)	-6	-1	1.0	-0.4	21	0.2	4	2.8	-1	0
CC(C)COP(=O)(OCC(C)C)C(Nc1ccccc1)c1ccc2c(c1)OCO2 (stereo unspecified)	13	1	1.7	0.9	-4	nt	nt	2.4	2	-3
Cc1ccc(C(=O)CCC(=O)Nc2ccccc2C)c(C)c1	-2	1	2.0	1.0	-11	-0.7	1	4.5	7	-3
COc1ccc(CCN2CC(C(=O)O)CC2=O)cc1OC (stereo unspecified)	3	-3	-0.5	-1.3	-7	nt	nt	0.8	-6	2
N#Cc1cccc(C(c2nnnn2C2CCCC2)N2CCC(Cc3ccccc3)CC2)c1 (stereo unspecified)	0	0	1.8	-1.4	4	-2.2	-3	1.9	-1	-11
O=C(NCc1ccc2c(c1)OCO2)c1ccc2c(c1)N(Cc1c(F)cccc1Cl)C(=O)CS2	-2	-9	4.7	-0.5	45	-0.7	-2	1.8	-11	-4
CCC(=O)Nc1ccc(NC(=S)NC(=O)/C=C/c2ccco2)cc1	3	-4	0.5	-1.1	-19	-1.5	26	-1.7	2	-1
CN(CC(=O)O)S(=O)(=O)c1ccc2oc3ccccc3c2c1	-2	0	2.2	-0.9	8	-1.5	0	3.8	1	-1

In the list so far, these have four or more nitrogen atoms.
SMILES	Tat transport	PvdQ inh	phage Ecoli inh	E coli growth	PfHsp90 yeast 2	CAL PDZ inh	Wnt act	AddAB inh	Rtt109 HAT inh	DAGLB inh
O=C(Cn1cnc2ccccc2c1=O)NCC(=O)N1CCN(c2ccccn2)CC1	7	6	-1.7	0.4	5	0.0	nt	3.8	4	-2
C=CCn1c(Cc2ccc(OC)cc2)nnc1SCC(N)=O	-9	-3	4.0	0.9	-8	-1.8	nt	0.4	-2	-1
NC(=O)c1ccc(NC(=O)c2cnc3ccccc3n2)cc1	2	5	-1.2	-3.5	9	-1.5	20	-2.5	4	-1
Nc1ncnc2c1ncn2[C@@H]1O[C@H](CNC(=O)[C@@H]2C[C@H](F)CN2)[C@@H](O)[C@H]1O	6	-13	2.1	1.6	-12	-5.7	-1	0.2	-1	2
CCn1c(CC(=O)Nc2ccc(C)c(Cl)c2)nnc1SCCOc1ccc(OC)cc1	-6	-6	3.4	0.2	-45	-1.1	nt	0.7	-1	-2
CCc1nn(C(CC)C(=O)NCCCc2ccccc2)c(=O)c2cc3occc3n12 (stereo unspecified)	6	10	3.7	1.6	-17	-0.8	3	4.6	7	1
Cc1ccc(-c2cc(C(=O)N/N=C/c3c(C)nn(-c4ccccc4)c3C)n[nH]2)s1	8	9	3.6	nt	nt	-2.1	?	nt	9	1
CCC1CCCN1Cn1cnc2c([nH]c3ccc(C)cc32)c1=O (stereo unspecified)	-3	-13	2.1	0.1	-23	-1.4	1	-1.1	5	-1
CC(Sc1n[nH]c(N)n1)C(=O)Nc1cccc(S(=O)(=O)N2CCOCC2)c1 (stereo unspecified)	-6	-1	1.0	-0.4	21	0.2	4	2.8	-1	0
N#Cc1cccc(C(c2nnnn2C2CCCC2)N2CCC(Cc3ccccc3)CC2)c1 (stereo unspecified)	0	0	1.8	-1.4	4	-2.2	-3	1.9	-1	-11

Compounds as they come, and some 1.9% of all compounds hit somewhere here.
